Lipid droplet = inhibitors of hepatocyte lipid droplet formation, primary screen, imaging, high-throughput imaging, BODIPY stain. AML12 mouse hepatocytes, oleate lipid droplets. inhibition, % at 6.5 µM. hit rate 0.4% among 240,000. AID 1656, 2009;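 active = lipid droplet intensity inhibited by at least 50%, with more than 500 cells counted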
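Assay system: AML12 mouse liver cells | Compound dosing: One dose, 6.5 µM compound | Read-out basis: Droplet intensity reduction, % inhibition | Measured by: Fluorescence imaging, 20x objective, two fields per well | Schedule: Overnight treatment with compound plus oleate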
HEK293 NOD2/NF-kB = NOD2 signaling inhibitors, cell-based, luminescence, uHTS, HEK293 (AID 1566); hit rate 0.63% among 290,000; HEK293 NOD2/NF-kB luciferase reporter, luminescence; higher % means a stronger effect; inhibition, % at 4 µM; hits with a dose series show EC50 in µM; in the data active = inhibition above about 50%; note: many of its hits are not listed in these tables
Lipid droplet cells 6.5 µM = second read-out of Lipid droplet, no call of its own (marks repeat the call); cell count; measured here: cell count, cytotoxicity flag;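 cells counted across two imaged fields per well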
An asterisk follows results filed as active. Some of the compounds tested. The share of hits here may be higher or lower than overall.

Order of values: Lipid droplet | Lipid droplet cells 6.5 µM | HEK293 NOD2/NF-kB
O=C(c1cccc2nccnc12)N1CCCC(Nc2ccc(F)c(F)c2)C1 (configuration not stated)
  -12 | 849 | -18%
Cc1cccc(C(C)C)c1NS(=O)(=O)c1cn(C)nc1C
  -22 | 609 | -4%
COC(=O)c1ccccc1NC(=S)NC(=O)c1ccc2c(c1)OCO2
  22 | 614 | 6%
NC(=O)C1CCN(C(=O)NC(=O)c2ccccc2)CC1
  -36 | 776 | 6%
O=C(Nc1ccc(F)cc1F)C1CCN(S(=O)(=O)c2cccnc2)CC1
  -12 | 702 | 14%
CCCN(CCC)Cc1c(C(=O)N/N=C/c2ccc(Br)cc2)nnn1-c1nonc1N
  -38 | 784 | 10%
O=C(Nc1ccccc1C(=O)Nc1ccc(Cl)cc1)c1cccnc1
  -1 | 786 | 15%
COc1ccccc1N(CC(O)CN1CCC(C)CC1)S(=O)(=O)c1ccccc1 (configuration not stated)
  -14 | 787 | -21%
COc1ccc(C2/C(=C(/O)c3ccc4c(c3)CC(C)O4)C(=O)C(=O)N2CCCN2CCOCC2)cc1OC (configuration not stated)
  11 | 859 | 3%
CCOC(=O)c1c(C)[nH]c(C(=O)N/N=C/c2cc([N+](=O)[O-])ccc2O)c1C
  -20 | 785 | 43%
c1ccc(-c2nnnn2-c2ccccc2)cc1
  9 | 832 | 1%
CCOc1ccc(-c2cccc(NC(=O)COc3ccc(Cl)cc3)c2)nn1
  -1 | 765 | 7%
O=C(NCCCn1ccnc1)Nc1ccc2c(c1)OCO2
  -3 | 843 | 6%
O=C(CSc1ccccc1)NC1CCCCCCC1
  -4 | 833 | -14%
COc1ccc(-n2ccn3c(CCC(=O)N4CCN(c5cccc(C)c5C)CC4)nnc3c2=O)cc1
  -6 | 694 | 7%
Cn1cc(CCNC(=O)c2ccc3nc(Cc4ccccc4F)oc3c2)cn1
  2 | 740 | -61%
O=C(NCCCc1ccccc1)[C@@H]1Cc2ccccc2CN1
  9 | 732 | 0%
CCN(CC)S(=O)(=O)c1cccc(C(=O)Nc2cc(C)on2)c1
  8 | 788 | 7%
COc1cc2c(cc1OC)CN(C(=O)c1oc3ccccc3c1C)CC2
  11 | 807 | 27%
O=C(CCCl)N1CCN(c2nc(-c3ccccc3)cs2)CC1
  8 | 799 | -38%
COc1ccccc1CCNC(=O)Cn1ccc2cc(S(=O)(=O)N3CCCC3)ccc21
  -13 | 814 | -4%
CCCc1nc(SCC(=O)Nc2nccs2)c2ccccc2n1
  -17 | 806 | -8%
COc1ccc(NC2CCCN(C(=O)CSc3ccccc3)C2)cc1 (configuration not stated)
  -2 | 685 | 6%
CC(C(=O)N1CCc2ccccc21)N1CCN(Cc2ccc(Cl)cc2)CC1 (configuration not stated)
  4 | 800 | -15%
Cc1ccc(C(=O)N/N=C\c2cc3c(cc2Br)OCO3)cn1
  -2 | 795 | 4%
CCn1cc(C(=O)N[C@@H](C)C(=O)NCCCn2ccnc2)c(=O)c2cc3c(cc21)OCO3
  1 | 728 | -7%
COc1ccccc1N1CCN(C2CCCN(C(=O)c3ccccn3)C2)CC1 (configuration not stated)
  0 | 755 | -7%
O=S(=O)(Nc1ccc(OC(F)F)cc1)c1ccc(-c2ccon2)s1
  17 | 685 | 7%
Cc1cccc(-c2cc(C(=O)Nc3cccnc3)c3ccccc3n2)c1
  -2 | 710 | 10%
Cc1ccc(/C(O)=C2/C(=O)C(=O)N(c3ccccn3)C2c2ccc(F)cc2)cc1 (configuration not stated)
  4 | 861 | 8%
O=S(=O)(c1ccccc1)N1CCN(Cc2ccc(Cl)cc2)CC1
  -13 | 826 | -32%
COc1ccc(S(=O)(=O)NC2CCCCC2)cc1F
  -16 | 710 | 16%
COC(=O)Cc1c(C)c2ccc(OCC(=O)N3CCCC(C)C3)c(C)c2oc1=O (configuration not stated)
  -15 | 834 | 23%
CC(=O)Nc1ccc(NC(=O)Nc2cccc(Cl)c2)cc1
  14 | 788 | 1%
COc1ccc(/C=N/n2cnc3c(sc(=S)n3-c3ccccc3)c2=O)cc1
  -10 | 818 | 21%
CCOc1ccc(S(=O)(=O)N2CCC(C(=O)NC3CC3)CC2)cc1C
  5 | 760 | 22%
CCC(C(=O)O)n1cnc2scc(-c3ccc(C)c(C)c3)c2c1=O (configuration not stated)
  6 | 831 | 15%
Cc1onc(-c2ccccc2)c1C(=O)N1CCN(c2ccccn2)CC1
  -14 | 817 | 6%
COc1cccc(C(=O)Nc2ccc(C(=O)c3ccncc3)cc2)c1
  -14 | 781 | 14%
O=C(N=C1SC2CS(=O)(=O)CC2N1c1ccc(F)cc1F)C1CC1 (configuration not stated)
  0 | 741 | -1%
CCOc1cc(S(=O)(=O)Nc2ncn[nH]2)ccc1Br
  -12 | 801 | 1%
CCOc1ccc(/C=N/NC(=O)CN2CCCCC2)cc1OCC
  -1 | 837 | -4%
CCN(CC(=O)N1CCCC1)S(=O)(=O)c1cc(C)ccc1OC
  -7 | 792 | 1%
CN(C)CCCNc1ccc(-c2n[nH]c(=O)c3ccccc23)cc1[N+](=O)[O-]
  0 | 857 | 13%
CCOc1ccccc1NC(=O)CCS(=O)(=O)c1ccc2c(c1)CC(C)N2C(C)=O (configuration not stated)
  -20 | 636 | 2%
CCOc1ccc(Nc2cc(C)nc3c(C)cccc23)cc1
  -6 | 828 | 4%
CCCCn1c(=N)c(S(=O)(=O)c2ccc(Br)cc2)cc2c(=O)n3cccc(C)c3nc21
  -11 | 745 | -15%
COc1ccc(NC(=O)CSc2ccc3nnc(-c4ccccn4)n3n2)cc1
  -28 | 651 | 6%
Cc1ccc(C)c(S(=O)(=O)NCc2ccc(C(=O)N3CCN(c4ccccc4)CC3)cc2)c1
  -2 | 696 | 5%
Cc1ccc([N+](=O)[O-])c(OCc2ncc(Cl)n2C)c1
  -12 | 755 | -17%
O=C(CC1C(=O)NCCN1Cc1ccccn1)NCCc1ccccc1F (configuration not stated)
  -1 | 895 | 4%
COc1cccc(C(C(=O)NC2CCCCC2)N(C(=O)c2ccco2)c2ccccc2OC)c1 (configuration not stated)
  -35 | 815 | -18%
Cc1cc(NN)nc(Cc2ccccc2)n1
  15 | 413 | 14%
COc1cccc(N2C(=O)CN(Cc3ccc(OC)c(OC)c3)C2=S)c1
  2 | 840 | 2%
CCOC(=O)[C@@H]1[C@H]2COc3cc(OC)ccc3[C@@H]2N2C(=O)N(c3cccc(C)c3)C(=O)[C@@]12C
  13 | 798 | 12%
CCCN1CCC(=O)N(CCOc2ccccc2)CC1
  1 | 736 | 9%
COc1ccc(S(=O)(=O)N2CCOC2CNC(=O)C(=O)NCCN(C)C)cc1 (configuration not stated)
  -24 | 695 | 29%
CCc1nc2cccnc2n1-c1ccc(CC(=O)NCCOC)cc1
  19 | 823 | 12%
CSCCCN1CC[C@@H](N2CCN(c3ccccc3F)CC2)[C@H](O)C1
  -3 | 791 | -18%
O=C(c1ccc(F)cc1)C1CCN(C(=S)Nc2ccc(F)cc2)CC1
  3 | 799 | 0%

More entries follow.
Order of values: Lipid droplet | Lipid droplet cells 6.5 µM | HEK293 NOD2/NF-kB
CN(C(=O)CCN1C(=O)/C(=C/c2ccccc2F)SC1=S)C1CCS(=O)(=O)C1 (configuration not stated)
  9 | 721 | 4%
O=S(=O)(Nc1ccccc1C(F)(F)F)c1ccc(-c2ccccn2)s1
  -12 | 671 | 2%
CCc1ccc(Nc2cc(C)nc3ncnn23)cc1
  17 | 825 | 3%
COc1ccc(CNS(=O)(=O)c2cc3c(cc2C)N(C)CCO3)cc1
  12 | 747 | 7%
CCCCn1c(N)c(N(CC(C)C)C(=O)CCC2CCCCC2)c(=O)[nH]c1=O
  4 | 725 | -12%
COc1cc(C)c(CN2CCC(Oc3ccc(C(=O)N4CCCC4)cc3)CC2)cc1C
  -12 | 772 | 5%
CCOc1ccc(C(C(=O)NCCOC)N(CCOC)C(=O)CCC(=O)Nc2ccccn2)cc1 (configuration not stated)
  14 | 841 | -3%
O=C(NCCc1ccccc1)c1c[nH]c2c(F)cccc2c1=O
  16 | 824 | -6%
CCN(CC)CCN1C(=O)C(=O)/C(=C(/O)c2ccc(S(=O)(=O)N3CCOCC3)cc2)C1c1ccc(C(C)C)cc1 (configuration not stated)
  29 | 783 | 16%
O=C(CCNC(=O)c1ccc([N+](=O)[O-])cc1)NCCCN1CCCC1=O
  6 | 821 | 0%
Cc1cccc(OCC(=O)NCC(=O)N=Nc2c(O)[nH]c3ccc([N+](=O)[O-])cc23)c1
  -1 | 818 | 0%
CCCCOc1ccc(C(=O)Nc2ccc(CN3CCOCC3)cc2)cc1
  0 | 837 | 34%
Cc1cccc(C)c1OCCCn1ccnc1
  -2 | 818 | -1%
CCc1ccc(-c2cc(C)no2)cc1S(=O)(=O)N1CCN(c2cccc(C)c2C)CC1
  -35 | 668 | 10%
O=C(Cn1ncc2c([nH]c3ccccc32)c1=O)NCC1CCN(Cc2ccc(F)cc2)CC1
  0 | 703 | 3%
CN1CCN(CCCOc2ccc(-c3ccccc3)cc2)CC1
  -1 | 789 | -27%
O=C(Nc1cccnc1)c1ccccc1Cl
  -4 | 793 | -4%
COc1cc(/C=C2\SC(=S)N(CCC(=O)Nc3ccc(O)cc3)C2=O)cc(OC)c1OC
  -18 | 823 | -16%
CC(C)CCOP(=O)(c1ccc(N(C)C)cc1)C(O)c1ccc(N(C)C)cc1 (configuration not stated)
  1 | 883 | 3%
COc1ccccc1N1CCN(C(=O)CCS(=O)(=O)c2ccc3c(c2)oc(=O)n3C)CC1
  -2 | 683 | 0%
COC(=O)c1ccc(CN2CCc3ccccc32)cc1
  -2 | 817 | 13%
COc1ccc([N+](=O)[O-])cc1NC(=O)C1CCCNC1=O (configuration not stated)
  20 | 828 | -15%
CCOc1ccccc1NC(=S)NC(=O)c1ccco1
  -2 | 849 | 4%
C=CCN(Cc1nc(-c2ccccc2)no1)C(=O)c1ccc2c(c1)OCO2
  -18 | 808 | -5%
Cc1c(C)c(C)c(S(=O)(=O)NCCc2ccncc2)c(C)c1C
  -21 | 832 | 15%
Cc1cnc(NC(=O)CC(C)c2ccccc2)s1 (configuration not stated)
  -3 | 811 | -14%
CC1(OCON)CCCc2ccccc21 (configuration not stated)
  -2 | 781 | 0%
CC(C)(C)c1nc(SCC(=O)NNC(=O)c2ccccc2)c2ccccc2n1
  -3 | 751 | 8%
COc1cccc(CN2CC(C(=O)NCCc3ccccc3C(F)(F)F)CCC2=O)c1 (configuration not stated)
  7 | 711 | 0%
CCN(CC(=O)NCc1ccc(Cl)cc1)C(=O)/C=C/c1cc(OC)c(OC)c(OC)c1
  -14 | 802 | 14%
O=C(c1cc(C(=O)N2CCCC2)cc([N+](=O)[O-])c1)N1CCCC1
  -48 | 812 | 33%
Cn1c(=O)c2c(SCC(=O)Nc3ccccc3F)nc(-c3ccccc3F)nc2n(C)c1=O
  -3 | 760 | 2%
Cc1ccc(C)c(-c2cc(C(=O)N/N=C/c3cccnc3)c3ccccc3n2)c1
  8 | 677 | 8%
CCCn1c2ccc(C)cc2c2nnc(SCCN3CCCCC3)nc21
  -46 | 758 | -5%
COc1ccc(C(=O)Nc2nnc(SCC(=O)NC3CCCC3)s2)c(OC)c1
  -1 | 814 | -132%
Cn1c(O)c(N=NC(=O)CNC(=O)c2ccccc2)c2ccccc21
  1 | 815 | 7%
N#C/C(=C\c1ccccc1Cl)C(=O)Nc1ccccn1
  -2 | 867 | -7%
COCCCNC(=O)/C(C#N)=C/c1c(N2CCCCCC2)nc2ccccn2c1=O
  -1 | 840 | 11%
COc1ccc(OC)c(CN2CCN(Cc3cc(=O)oc4cc(O)ccc34)CC2)c1
  -13 | 801 | 11%
COc1ccc2c(c1)CCCN2S(=O)(=O)c1ccc(Cl)cc1
  -22 | 829 | 5%
Cc1cccc(Cc2nnc(CCC(=O)N(C)CCc3ccccc3)o2)c1
  0 | 798 | -69%
CCOc1cc(/C=C2\SC(=NC)N(C)C2=O)c(Br)cc1OC(C)=O
  6 | 840 | -14%
C=CCNc1nc(N)c([N+](=O)[O-])c(N2CCCCCC2)n1
  10 | 825 | 23%
CCOC(=O)c1cnc2c(ccc3ccccc32)c1NCCCN(C)C
  12 | 822 | -24%
CC(C)N(C(=O)N1CCN(c2ccnc3cc(Cl)ccc23)CC1)C(C)C
  -7 | 809 | 25%
O=C(COc1ccccc1[N+](=O)[O-])Nc1ccccc1N1CCCCC1
  -10 | 802 | -29%
CN1C(=O)Cc2cc(S(=O)(=O)NCCc3ccc(Cl)cc3)ccc21
  -4 | 762 | 12%
CCCCOP(=O)(c1ccc(N(C)C)cc1)C(O)c1ccc(OC)cc1 (configuration not stated)
  -6 | 419 | 10%
CC1CCN(S(=O)(=O)c2ccc(C(=O)OC(C)C(=O)NC3CCCCC3C)cc2)CC1 (configuration not stated)
  13 | 723 | 12%
COc1ccc(C(=O)N2CCC(n3nccc3NC(=O)C3CC3)CC2)cc1F
  -4 | 833 | 3%
Cc1occc1C(=O)NCc1nc(-c2ccccc2)no1
  5 | 769 | 0%
Cc1cccc(NCc2ccc(N(C)C)cc2)n1
  14 | 823 | -39%
CC1(C)C2CCC1(CS(=O)(=O)N1CCC(C(N)=O)CC1)C(=O)C2 (configuration not stated)
  12 | 697 | 0%
O=C(O)Cn1nnc(COc2ccccc2)n1
  12 | 842 | 13%
